T cell HTS: modulates CD8 T cell binding to vesicles. 330,000 tested, 0.068% active. calls only at 7 µM. 2C CD8+ T cell-vesicle binding, flow cytometry; stronger effect = lower value;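 active = response, share of CD8 T cells binding vesicles, and their 90th percentile fluorescence all below set limits, cut at about 80% in these data, passing the limit was not always enough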
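Material: murine 2C transgenic CD8+ T lymphocytes / Also added: QL9-peptide-loaded Drosophila micro-vesicles bearing Ld, ICAM-1 and B7-1 / Schedule: binding step 1.5 h, 37 °C, antibody labelling 20 min, ice / Signal: flow cytometry, PE anti-B7-1 (FL2) versus Alexa647 anti-CD8 (FL8), PFA-fixed / Evaluation: percent CD8+ FL2 mean versus row control / Benchmarks: naked versus QL9-loaded vesicles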
b-catenin transl: beta-catenin nuclear translocation modulation | HeLa beta-catenin nuclear translocation, immunofluorescence imaging | nuclear translocation activity, % at 5 µM | 190,000 tested, 0.3% active;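 active = nuclear translocation activity above 50% at 5 µM, with a well cell count of 50 or more; inconclusive = wells under 50 cells across six images, flagged as toxic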;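 also: per-cell ratio of nuclear to cytoplasmic median beta-catenin stain intensity; plate controls were DMSO negative control for no effect and GSK-3 inhibitor IX positive control for full effect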
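System: Human HeLa cells, endogenous beta-catenin | Compound dosing: 5 µM primary, 0.02–20 µM confirmation | Timing: 24 h compound exposure at 37°C, 5% CO2 | Measured by: Fluorescence imaging of beta-catenin antibody stain plus DAPI | Read-out basis: % activation of per-cell nuclear versus cytoplasmic median beta-catenin signal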
MT stabilizer: microtubule stabilizers in HeLa cells. HeLa tubulin immunostaining HCS, 24 h; share of cells brighter than vehicle mean+2SD. % tubulin-high responders, % at 10 µM. 200,000 tested, 0.83% active. AID 2205;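 active = plate Z-score above 3 for both tubulin-high and condensed-nucleus cell shares, with cell loss under 80%, at 10 µM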;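 also: anti alpha tubulin signal scored within the nucleus-defined area of each cell; some results filed as inactive read as strong as hits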
P. falciparum M17LAP: P. falciparum M17LAP inhibitors, primary screen, biochemical, fluorogenic H-Leu-NHMec substrate, 1536-well (AID 1619); recombinant M17LAP, H-Leu-NHMec fluorogenic kinetic assay; higher % means a stronger effect; inhibition, % at 30 µM, or IC50 in µM where a hit was titrated; 220,000 tested, 0.38% active;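 active = compound inhibiting the enzyme by more than half at any dose during confirmatory dose-response retesting; inconclusive = strong single-dose inhibitors picked by rank but not retested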;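 also: plate controls were full reaction with DMSO carrier for no effect and no enzyme background for full effect; strong numbers were not always called active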
Yfh1-off respiration: enhancers of respiration in Yfh1-depleted yeast, dose response, Friedreich's ataxia, plus single-dose screen (AID 1465) | 220,000 tested, 0.074% active | S. cerevisiae Yfh1-off respiration, WST-1 reduction, 72 h; higher fold induction means a stronger effect | one-dose fold induction at 50 µM; EC50 in µM for titrated hits;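 active = fold induction of absorbance versus untreated yeast above a set limit, then at least 30% activation at any dose in follow-up; inconclusive = repeats straddling the limit, or above it without dose testing; inactive = fold induction below the set limit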;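 also: activators that raise dye reduction in frataxin-depleted yeast; strong numbers were not always called active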
WT yeast gro inh: growth inhibition of WT yeast, mitochondrial fusion screen; mitochondrial fusion phenotypic screen, WT strain; inhibition, % at 10 µM; 190,000 tested, 2.1% active; AID 1362; in the data active = inhibition above about 58%; tested in S. cerevisiae
Dynein transport: blocks dynein driven cargo transport along microtubules. AID 1381. 3617.4 mouse cells, GR-EGFP nuclear translocation imaging; test concentration mostly 20 µM; stimulated with dexamethasone, 1 µM; stronger effect = lower value. z-score, hits read low. 220,000 tested, 0.47% active;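 active = plate z-score of nuclear minus cytoplasmic receptor signal below a set negative limit, without overly bright fluorescence or cell loss, cut at about -3.5 in these data, passing the limit was not always enough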;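 also: z-score of nuclear minus cytoplasmic ring GR-EGFP intensity difference per well; some compounds called inactive have numbers as strong as hits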
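medium = tetracycline-free induction medium containing charcoal-stripped FBS | also added = 1.0 µM final dexamethasone stimulus | schedule = 48 h induction, 1 h compound, 30 min dex at 37 °C | technique = fixed, Hoechst-stained cells imaged at 10x for EGFP | measure = GR-EGFP nuclear translocation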
Autophagy HCS: modulators of autophagy | MEF GFP-LC3 puncta imaging; test concentration mostly 10 µM | calls only at 10 µM (by protocol) | 190,000 tested, 0.98% active | AID 463193;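 active = percentage of spot-positive cells more than 3 SD above its plate mean, without a fluorescence outlier flag or 80% toxicity; inconclusive = no clear call, values can overlap the other calls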;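 also: spot-positive cell cutoff set from DMSO-treated cells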
M1AAP inhibition: malaria alanyl aminopeptidase activity blockers – biochemical, fluorogenic H-Leu-NHMec substrate, 1536-well (AID 1445). 220,000 tested, 0.42% active. recombinant M1AAP, H-Leu-NHMec fluorogenic kinetic assay; higher % means a stronger effect. inhibition, % at 30 µM; hits with a dose series show IC50 in µM;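 active = primary inhibition above the hit cutoff, then over 50% inhibition at one or more dose response concentrations, cut at about 23% in these data, passing the limit was not always enough; inconclusive = conflicting primary data, or primary hits not chosen for dose response; inactive = low primary inhibition, or under 50% at every dose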;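 also: plate controls were DMSO full reaction for no effect and no enzyme background for full effect; strong numbers were not always called active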
WT yeast gro inh mutant strain: further read-out of WT yeast gro inh, marked with its call; inhibition, %; mitochondrial fusion phenotypic screen, mutant strain inhibition
Dynein transport cytoplasmic EGFP: also measured in Dynein transport; calls as there; z-score; measured here: cytoplasmic GR-EGFP intensity; stronger effect = higher value
Dynein transport nuclear GR-EGFP: second read-out of Dynein transport, no call of its own (marks repeat the call); z-score; measured here: nuclear GR-EGFP intensity;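 lower value marks the stronger effect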
Dynein transport cell count: recorded beside Dynein transport, whose call it bears; z-score; measured here: cell count per field
b-catenin transl cell count 5 µM: further read-out of b-catenin transl, marked with its call; cell count; measured here: cell count, cytotoxicity flag
T cell HTS vesicle-bound %: further read-out of T cell HTS, marked with its call; double positive events, %; measured here: CD8+ vesicle-bound cell fraction;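 binding gate set so that unloaded-vesicle control wells show 10% double positive cells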
MT stabilizer Hoechst-high %: recorded beside MT stabilizer, whose call it bears; % Hoechst-high responders; measured here: nuclear condensation Hoechst responders;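 share of cells brighter than vehicle mean plus two SD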
MT stabilizer cytotoxicity %: also measured in MT stabilizer; calls as there; toxicity, %; measured here: cytotoxicity by cell density;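 0% = mean cell density of plate MIN control wells and 100% = no cells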
Autophagy HCS cell loss 18 h: recorded beside Autophagy HCS, whose call it bears; toxicity, %; measured here: cell loss, nuclei count;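 cell loss after 18 h compound exposure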
An asterisk follows results filed as active; i = inactive; ? = inconclusive; · = no result given. These rows are one share of the data; rates above refer to the full screens.

SMILES	T cell HTS	T cell HTS vesicle-bound %	b-catenin transl	b-catenin transl cell count 5 µM	MT stabilizer	MT stabilizer Hoechst-high %	MT stabilizer cytotoxicity %	P. falciparum M17LAP	Yfh1-off respiration	WT yeast gro inh	WT yeast gro inh mutant strain	Dynein transport	Dynein transport cytoplasmic EGFP	Dynein transport nuclear GR-EGFP	Dynein transport cell count	Autophagy HCS	Autophagy HCS cell loss 18 h	M1AAP inhibition
CN1CCN(c2ncnc(Cl)c2N)CC1	·	·	0.2	1560	1.9	1.6	3.1	17%	i	16	7	0.84	-0.23	0.37	-0.46	i	26	-5%
N#CC1=C(N)Oc2c(c(=O)sc3ccccc23)C1c1ccncc1 (stereo not given)	i	55	0.7	1057	8.2	24	21	-14%	i	20	8	-0.57	-0.26	-0.26	0.43	i	-7	9%
Cc1ccc(Cn2nc(C)c(C=O)c2Cl)cc1	i	60	-2.3	1084	1.4	2.3	9.0	7%	i	10	7	-0.65	-0.22	-0.49	-0.16	i	-6	-1%
CN(C)C(=O)Oc1ccc(-c2nnco2)cc1	i	24	·	·	3.0	3.5	5.2	-1%	i	2	3	0.056	-0.19	0.26	-0.012	i	4	13%
CC(=NCc1ccc(F)cc1)c1c(O)n(C)c(=O)n(C)c1=O	i	24	-3.6	968	2.6	2.8	4.3	-6%	i	-6	9	-1.6	-0.26	-0.42	1.6	i	2	6%
O=C(Cc1ccccc1)Oc1ccc(N2C(=O)C3CCCCC3C2=O)cc1 (stereo not given)	i	8	-0.6	1086	5.4	2.8	3.1	2%	i	-11	-8	-0.42	-0.22	-0.3	0.1	i	-4	4%
Cc1nc2cc(C(F)(F)F)ccc2n1C1CCN(Cc2nnnn2CCc2ccccc2)CC1	i	35	-2.8	1182	3.6	2.0	7.2	-2%	i	7	-11	-0.22	-0.068	-0.34	0.97	i	7	0%
CN(C)c1cccc2c(C#N)ccc(N(C)C)c12	i	20	1.4	1019	4.5	2.3	8.2	35%	i	6	-2	0.74	-0.18	0.023	-0.73	i	9	12%
CC12CCC3C(CC=C4CC(O)CCC43C)C1C/C(=C\c1ccccc1F)C2=O (stereo not given)	i	50	0.4	1135	4.4	3.3	2.3	0%	i	65*	6.6*	-0.11	-0.18	-0.12	-0.13	i	9	-4%
CC(C)[C@H]1C(=O)O[C@H](C(C)C)C(=O)N(C)[C@@H](C(C)C)C(=O)O[C@H](C(C)C)C(=O)N(C)[C@@H](C(C)C)C(=O)O[C@H](C(C)C)C(=O)N1C	i	15	-4.8	1177	4.3	1.5	2.8	-3%	i	80	83	-1.1	0.6	-0.39	-3.6	i	3	1%
CC1=CC(C)C(COC(N)=O)(COC(N)=O)C(C)C1 (stereo not given)	i	55	·	·	4.8	1.9	6.0	-13%	i	2	5	2.4	-0.14	1.3	-1.6	i	4	6%
COc1ccc(-c2nc3ccccc3c(=O)n2-c2cccnc2)cc1	i	51	1.3	1341	2.6	2.0	9.1	8%	i	16	0	-0.37	-0.19	0.49	-0.12	i	5	12%
COc1ccc(-n2c(O)c(C(C)=NCCN3CCNCC3)c(=O)[nH]c2=O)cc1	i	11	-2.3	938	5.2	1.5	7.0	-9%	i	-16	25	3.9	-0.14	2	-2	i	11	-8%
Nc1ccc(N2CCN(Cc3ccccc3Cl)CC2)c(Cl)c1	i	62	·	·	1.8	0.3	38	-9%	i	44	31	-0.68	0.13	0.0012	1.7	i	-2	0%
O=c1[nH]c(=O)n(Cc2ccc(F)cc2)c(O)c1C=Nc1ccc(Cl)cc1	i	57	1.5	1033	1.8	2.7	5.0	3%	i	-15	-14	-0.24	-0.057	-0.24	0.14	i	18	17%
CCC(=NCC1CCCO1)c1c(O)n(-c2ccccc2)c(=O)[nH]c1=O (stereo not given)	i	19	-3.1	1134	4.8	1.9	8.3	3%	i	-11	-6	2.5	-0.026	0.55	-2.5	i	-7	3%
FC(F)(F)c1ccc2c(c1)ncn2C1CCN(Cc2nnnn2C2CCCCC2)CC1	i	24	-8.0	1014	2.5	1.6	6.2	1%	i	2	3	2.1	-0.085	1.3	-1.7	i	-10	11%
COc1cc2c(cc1OC)[C@@]13CCN4CC5=CCO[C@H]6CC(=O)N2[C@H]1[C@H]6[C@H]5C[C@H]43	i	28	-3.2	521	1.6	2.4	6.1	3%	i	-16	-9	-0.77	-0.27	0.29	0.55	i	17	-2%
CC(C)Cn1cc(C(=O)N2CCC3(CC2)OCCO3)c2c3ccccc3n(C)c2c1=O	i	23	-1.5	1018	2.1	1.8	8.5	-45%	i	-9	-5	0.88	-0.13	0.64	-1.3	i	-5	13%
N[C@@H](Cc1c[nH]c2ccccc12)c1nnc(SCc2ccc(F)cc2)o1	·	·	2.1	1421	1.2	0.7	5.6	0%	i	9	1	0.024	-0.17	-0.039	0.093	i	5	-3%
Cc1ccccc1N1C(=O)CC(=O)N(c2ccccc2C)C1=O	i	32	·	·	5.5	1.7	4.5	3%	i	-6	-12	0.054	0.4	-0.26	0.03	i	1	11%
CCn1c(O)c(/C=N/N2CCOCC2)c(=O)n(CC)c1=S	i	62	-1.5	503	2.7	1.8	8.1	4%	i	15	-7	-0.029	-0.22	0.0035	0.089	i	26	3%
COC(=O)C1=CO[C@@H](C)[C@@H]2CN3CC[C@]4(C(=O)Nc5ccccc54)[C@@H]3C[C@H]12	i	46	·	·	5.4	1.6	5.7	-5%	i	-3	-20	-0.67	-0.061	-0.0024	0.57	i	-4	4%
C=C1[C@@H](C)[C@H]2[C@H](Cc3ccccc3)NC(=O)[C@]23OC(=O)/C=C/[C@H](O)CCC[C@@H](C)C/C=C/[C@H]3[C@@H]1O	i	6	13	797	·	·	·	1%	i	1	12	·	·	·	·	·	·	-3%
COc1ccc2c(c1)C13CCCC[C@@H]1C(C2)N(C)CC3 (stereo not given in full)	i	63	3.3	1174	·	·	·	7%	i	·	·	-0.52	-0.83	0.042	0.00066	·	·	-6%
CCC(=NCc1cccnc1)c1c(O)n(-c2ccc(Cl)cc2)c(=O)[nH]c1=O	i	10	0.7	1282	·	·	·	9%	i	·	·	2.4	-0.11	1.8	-2.7	·	·	4%
COC(=O)c1cc(C(O)(C(=O)OC)C(F)(F)F)c(/N=C/N(C)C)s1 (stereo not given)	i	19	1.1	1150	2.4	2.0	6.8	18%	i	6	-15	-0.39	-0.2	-0.033	0.4	i	2	8%
Cc1ccc(CN2CCCC(C(=O)c3ccc4c(c3)OCO4)C2)cc1C (stereo not given)	i	40	-1.2	1383	·	·	·	8%	i	·	·	0.31	-0.23	0.032	-0.14	·	·	4%
CCC(C)NC(=O)c1c(N)n(CCCOC)c2nc3ccccc3nc12 (stereo not given)	i	26	2.0	1045	2.8	1.3	5.2	-54%	i	4	16	-0.021	-0.091	-0.058	-0.14	i	3	18%
CC1=C(C(=O)O)N2C(=O)[C@@H](NC(=O)CCCC(=O)O)[C@H]2SC1	i	29	-1.8	1185	3.6	1.7	5.6	2%	i	7	17	-0.28	-0.25	-0.028	0.68	i	2	-6%
CC(=O)OC[C@]12CCC(C)=C[C@H]1O[C@@H]1[C@H](O)[C@@H](OC(C)=O)[C@@]2(C)[C@]12CO2	i	30	?	·	·	·	·	-5%	i	·	·	-0.26	-0.6	0.29	-0.7	·	·	-3%
Cc1nc2ncnn2c(C)c1CCC(=O)N1CCC2(CC1)OCCO2	i	50	-5.1	1428	4.5	1.7	4.9	0%	i	-1	0	-0.29	-0.35	0.048	0.32	i	-14	-6%
CC(Cc1ccccc1)NC(=O)CN1CCCC1=O (stereo not given)	i	54	0.9	513	2.4	3.0	11	11%	i	-1	-16	1.7	-0.31	0.37	-0.4	i	11	1%
CCC1C(c2ccccc2)NC(c2ccccc2)CC1(O)c1ccc(F)cc1 (stereo not given)	i	45	-1.3	1315	·	·	·	2%	i	·	·	-0.034	-0.21	-0.0032	0.39	·	·	0%
O=c1c2ccccc2nc(-c2ccco2)n1-c1ccncc1	i	54	-1.9	940	2.4	1.6	4.4	14%	i	3	-1	0.072	-0.23	0.21	0.98	i	-5	1%
Cc1ccc(-c2nc3ccccc3c(=O)n2-c2ccc(O)cc2)cc1	i	61	0.6	1543	1.4	2.5	9.6	21%	i	-12	-6	-0.79	-0.14	-0.77	0.38	i	-21	8%
